High-throughput results (PubChem)
Glyco luc inh – N-linked glycosylation inhibition | D54 ERlucT glycosylation luciferase reporter, 24 h; percent of 100 nM tunicamycin response | 360,000 tested, 0.23% active | reporter increase, % at 12.5 µM | AID 588692;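 active = mean luciferase reporter signal, scaled so untreated is 0 and the glycosylation-blocking control 100, at or above a set limit in every replicate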;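 note: luciferase carries N-glycosylation sites so blocking glycosylation raises the light; 0% = median of neutral control wells and 100% = median of 100 nM tunicamycin wells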
TLR9-MyD88 inh – inhibitors of human TLR9-MyD88 binding | CHO BLA complementation TLR9-MyD88, CCF4 FRET ratio | Q9NR96+Q99836 | 340,000 tested, 0.21% active | inhibition, % at 4.98 µM;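 active = inhibition above the mean over all tested compounds plus 3 SD, cut at about 21% in these data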;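 note: 0% = DMSO only wells and 100% = clavulanate BLA inhibitor control wells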
ABHD5 PLIN5 PPI – ABHD5-PLIN5 protein interaction inhibition; Q00G26+Q8WTS1; Split G. princeps luciferase complementation, luminescence, 4 h; inhibition, % at 4 µM; 360,000 tested, 0.78% active;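 active = inhibition above the mean inhibition across every tested compound plus 3 SD, cut at about 22% in these data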;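 note: 0% = DMSO only wells and the 100% control is not disclosed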
Granule exo inh – blocks lytic granule exocytosis | 360,000 tested, 0.66% active | AID 651702 | TALL-104 LAMP-1 surface exposure, flow cytometry; cells stimulated with thapsigargin and PMA | inhibition, % at 10 µM;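 active = inhibition above about 55%, limit read from the data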
aDG glyco up – alpha-DG glycosylation activation; activation, % at 10 µM; 360,000 tested, 0.22% active; Pro5-aDG cells, alpha-DG glycosylation AlphaScreen (IIH6); 0% Pro5, 100% B10-LARGE cell signal;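 active = activation of at least 8% versus controls, or a plate z-score of at least 8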;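 note: Pro5 are CHO cells carrying HIG-tagged alpha-DG that lacks glycosylation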
ABCB6 inh MLPCN – blocks the human ABCB6 transporter | fluorescence ratio to DMSO, % at 10 µM | 360,000 tested, 0.19% active | K562-ABCB6 porphyrin accumulation, flow cytometry, 1 h; hits give low values | Q9NP58;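 active = fluorescence ratio to DMSO below 75%, the collection mean minus 3 SD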;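 note: signal is porphyrin accumulated inside mitochondria; 100% equals median channel fluorescence of DMSO control wells; lower ratio means ABCB6 inhibition with less porphyrin fluorescence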
MC4R antagonist – human MC4R antagonism in cAMP assay | 360,000 tested, 0.48% active | inhibition, % at 6.5 µM | MC4R-expressing cells, MTII-stimulated cAMP, LANCE TR-FRET;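 active = inhibition above its plate's cutoff, the mean of tested wells on that plate plus 3 SD, cut at about 29% in these data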;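 note: 0% = Melanotan II alone and 100% = Melanotan II plus saturating MCL0020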
Target sequence (P32245 whole entry, looked up): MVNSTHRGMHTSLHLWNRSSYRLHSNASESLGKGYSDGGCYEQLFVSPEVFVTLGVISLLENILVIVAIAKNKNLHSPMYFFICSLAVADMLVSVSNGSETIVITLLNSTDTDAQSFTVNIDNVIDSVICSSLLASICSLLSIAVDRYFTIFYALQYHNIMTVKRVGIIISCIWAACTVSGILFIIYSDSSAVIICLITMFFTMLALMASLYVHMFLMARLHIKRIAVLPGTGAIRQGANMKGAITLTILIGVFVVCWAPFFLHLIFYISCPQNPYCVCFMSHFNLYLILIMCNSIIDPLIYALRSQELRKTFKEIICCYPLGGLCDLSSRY
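Material: human MC4R-expressing U2OS cells. Probe or stimulus: Melanotan II challenge. Dosing: 6.5 µM single dose. Times: 30-min compound, 1-h challenge, 1-h detection, room temperature. Technique: TR-FRET with Eu-cAMP and labeled anti-cAMP, 671 nm. Replication: singlicate.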
Vif imaging – blocks HIV Vif function; HEK293T cells, Vif self-association by quenched fluorescence, imaging, 24 h; inhibition, % at 7.49 µM; 340,000 tested, 0.35% active; in the data active = inhibition above about 50%, passing the limit was not always enough; note: some results filed as inactive read as strong as hits
MC4R barr agon – human MC4R agonism via beta-arrestin | activation, % at 8.9 µM | 360,000 tested, 0.98% active | U2OS MC4R beta-arrestin complementation, luminescence; percent of melanotan II response, DMSO zero | AID 540308;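 active = activation above a per-plate cutoff, the mean activation of sample wells on that plate plus 3 SD, cut at about 8% in these data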
NOD2-RIPK2 inh – blocks binding of human NOD2 to RIPK2; 360,000 tested, 0.38% active; CHO BLA complementation NOD2-RIPK2, CCF4 ratio; inhibition, % at 4.98 µM; O43353; in the data active = inhibition above about 21%;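 note: 0% = vehicle only and 100% = reference blocker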
Target sequence (O43353 whole entry, looked up): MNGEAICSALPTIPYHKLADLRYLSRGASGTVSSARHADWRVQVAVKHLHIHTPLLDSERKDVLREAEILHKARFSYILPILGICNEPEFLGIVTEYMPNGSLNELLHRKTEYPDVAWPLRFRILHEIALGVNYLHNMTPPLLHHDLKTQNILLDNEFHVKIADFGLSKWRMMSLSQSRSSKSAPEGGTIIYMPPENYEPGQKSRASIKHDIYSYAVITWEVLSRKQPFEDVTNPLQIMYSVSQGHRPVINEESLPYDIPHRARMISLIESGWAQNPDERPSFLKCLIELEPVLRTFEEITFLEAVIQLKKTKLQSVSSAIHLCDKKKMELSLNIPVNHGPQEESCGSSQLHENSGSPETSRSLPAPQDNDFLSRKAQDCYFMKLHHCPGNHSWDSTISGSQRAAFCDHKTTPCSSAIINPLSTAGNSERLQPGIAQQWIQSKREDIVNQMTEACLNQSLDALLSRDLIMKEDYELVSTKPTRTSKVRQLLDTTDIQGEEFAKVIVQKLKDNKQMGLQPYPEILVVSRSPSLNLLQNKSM
Numbers without * were called inactive; . = no result given. Only part of the results is shown; the hit share may differ from the screen's.

SMILES	Glyco luc inh	TLR9-MyD88 inh	ABHD5 PLIN5 PPI	Granule exo inh	aDG glyco up	ABCB6 inh MLPCN	MC4R antagonist	Vif imaging	MC4R barr agon	NOD2-RIPK2 inh
O=C(Nc1ccnn1C1CCN(C(=O)c2ccc(F)cc2)CC1)C1CCOC1 (stereo not given)	2	3	-2	7	-0.4	94	1	3	-2.1	1
CC(C)[C@H](NC(=O)c1ccccc1)C(=O)OCC(=O)N1CC(=O)Nc2ccccc21	12	-3	5	0	-0.1	95	8	-4	0.0	5
Cc1ccc2cc(C#N)c(NCCCNC(=O)C3CCCO3)nc2c1 (stereo not given)	2	-5	0	7	0.0	100	5	-5	-1.1	-10
Cn1c(NC(=O)c2ccc(Cl)cc2)c(-c2ccccn2)c(=O)c2ccccc21	3	-9	-3	-1	0.0	100	13	.	1.2	-2
Cc1cc(C)n(-c2ccc(NC(=O)C3CCN(Cc4ccccn4)CC3)cc2)n1	2	8	12	0	0.2	105	-1	-3	2.0	-16
COc1cc(OC)c(C2N(c3cc(C)on3)C(=O)C3CCCN32)cc1OC (stereo not given)	-4	2	-1	-4	-0.1	91	-1	-6	-0.9	-9
CN1C(=O)CSc2ccc(NC(=O)NCc3cccnc3)cc21	9	-8	-2	3	-0.2	101	14	6	-2.9	-9
Oc1ccc(/C=N/Nc2ccccc2)cc1	-1	-6	-5	-3	-0.1	100	8	-2	1.8	-3
C[C@H](CO)N1C[C@H](C)[C@@H](CN(C)C(=O)Nc2ccc(F)cc2)Oc2ncc(-c3ccc(F)cc3)cc2C1=O	3	14	1	-1	-0.2	92	-1	.	-0.3	0
O=C(O)c1ccc(N/N=C/c2cc3cc4c(cc3nc2Cl)OCCO4)cc1	-13	-3	-1	-4	-0.1	102	-1	-6	-0.7	-79
O=C(NCC1CCCN1S(=O)(=O)c1ccccc1)C(=O)NC1CC1 (stereo not given)	0	1	-2	0	0.1	98	-5	5	-1.6	2
O=C(Cn1nc(-c2cccc(Cl)c2)ccc1=O)NCC1COCCO1 (stereo not given)	-2	4	4	-1	-0.2	99	3	-3	0.4	0
Cc1ncc(CO)c(CNc2ccc(Oc3ccccc3)cc2)c1O	-2	-6	0	-4	0.7	92	3	.	-2.6	0
CC1CCCC(NC(=O)COC(=O)[C@@H](NC(=O)c2ccc(F)cc2)C(C)C)C1C (stereo not given in full)	1	-4	-2	12	0.1	99	-1	6	-0.8	3
COc1ccc(C(=O)N2CCc3c([nH]c4ccccc34)C2C(F)(F)F)cc1 (stereo not given)	2	-11	-1	7	0.1	88	-6	-8	1.1	-4
CCC(=O)NC(NC(=S)Nc1cccc2cccnc12)C(Cl)(Cl)Cl (stereo not given)	2	0	-2	-5	-0.4	103	3	-4	-0.9	-4
O=C(COC(=O)Cc1ccccc1[N+](=O)[O-])Nc1nnc(-c2ccccc2)o1	2	5	1	-3	0.8	89	5	11	5.1	4
CCOC(=O)N1CCN(C(=O)Cc2c(C(=O)O)n(C)c3ccccc23)CC1	1	-6	-4	-1	0.1	101	-9	3	0.2	-7
O=C(NCc1n[nH]c(=S)n1-c1ccccc1)c1ccc(S(=O)(=O)N2CCCCC2)cc1	0	-11	3	0	-0.1	99	9	9	-3.2	2
O=[N+]([O-])c1cnn(-c2nc(-c3ccccc3)cc(C(F)(F)F)n2)c1	0	0	-4	0	0.0	91	-2	-4	-0.5	4
COc1cc(C2=NOC(C(=O)NCc3ccc(F)cc3)C2)cc(OC)c1OC (stereo not given)	24	2	8	4	-0.2	99	-32	60*	0.8	-15
Cc1cc(C)cc(C(=O)Nc2cccnc2Cl)c1	1	3	-6	4	0.0	102	-1	-1	-0.5	-12
Cc1cccc(Sc2c([N+](=O)[O-])ncn2C)n1	2	3	2	1	0.0	93	3	6	-0.8	-3
CCCn1c(SCC(=O)N2CCN(CC)CC2)nc2c1c(=O)n(C)c(=O)n2C	2	-6	-2	-2	-0.1	98	8	0	-1.2	-1
Cc1[nH]nc2c1C(CC(C)C)C(C#N)=C(N)O2 (stereo not given)	-1	.	1	1	-0.2	108	11	.	-1.2	-8

Structural class: those above containing an aryl thioether with sulfur outside any ring.
SMILES	Glyco luc inh	TLR9-MyD88 inh	ABHD5 PLIN5 PPI	Granule exo inh	aDG glyco up	ABCB6 inh MLPCN	MC4R antagonist	Vif imaging	MC4R barr agon	NOD2-RIPK2 inh
Cc1cccc(Sc2c([N+](=O)[O-])ncn2C)n1	2	3	2	1	0.0	93	3	6	-0.8	-3
CCCn1c(SCC(=O)N2CCN(CC)CC2)nc2c1c(=O)n(C)c(=O)n2C	2	-6	-2	-2	-0.1	98	8	0	-1.2	-1

The listing continues.
SMILES	Glyco luc inh	TLR9-MyD88 inh	ABHD5 PLIN5 PPI	Granule exo inh	aDG glyco up	ABCB6 inh MLPCN	MC4R antagonist	Vif imaging	MC4R barr agon	NOD2-RIPK2 inh
CC1CCN(CCOCCSc2ccc(Cl)cc2)CC1	-2	5	0	9	0.3	92	4	-6	-0.6	-6
CC1c2ccsc2CCN1C(=O)NC(=O)c1ccc(Cl)cc1 (stereo not given)	-1	.	5	-2	-0.1	99	3	.	-0.8	3
CCNC(=O)c1ccccc1NC(=O)c1cccc(S(=O)(=O)N2CCC(C)CC2)c1	-3	4	-1	6	0.1	89	-8	.	1.2	-15
CCOC(=O)c1cnc(-n2nc(C)cc2C)nc1NNc1nc(-c2ccccc2)cc(-c2ccccc2)n1	-11	-2	-3	10	0.6	93	-3	0	-0.7	-18
COC(=O)CN(c1ccccc1F)S(=O)(=O)c1ccc(C)cc1	2	2	-6	0	-0.3	101	7	-2	-2.1	8
COc1ccc(C(C(=O)NC(C)(C)C)N(C[C@H]2CC[C@@H]([C@@H]3CC[C@H](CO)O3)O2)C(=O)c2ccccc2)cc1 (stereo not given in full)	3	-4	-3	-2	-0.1	96	7	0	2.3	-8
COc1ccc(CC(=O)Nc2ccc(S(=O)(=O)Nc3cc(C)on3)cc2)cc1OC	1	5	7	9	0.0	195	-4	.	-1.5	-9
CCOc1cc(NC(=S)NCC(C)C)c(OCC)cc1NC(=O)c1ccco1	-3	-5	-5	-5	-0.1	94	-1	-7	2.6	-3
COc1cc(-c2nn3c(COc4ccccc4)nnc3s2)cc(OC)c1OC	-2	0	-7	-4	-0.3	99	-13	-9	1.9	4
CCOc1ccc(C(=O)N[C@H](C(=O)Nc2cccc(S(=O)(=O)N3CCCCC3)c2)C(C)C)cc1	-1	-2	2	1	0.4	97	2	-1	-2.5	-7
COc1ccc(COCC(CC(C)C)N2CCN(C(=O)c3cccc(C(F)(F)F)c3)CCC2=O)cc1 (stereo not given)	-2	4	0	-10	1.1	104	2	-3	5.0	8
CC(=O)Nc1ccc(NC(=O)CCn2cnnn2)cc1	1	-5	-2	-1	-0.5	103	12	4	-2.1	-2
COc1ccccc1CNC(=O)c1cc(-c2ccncc2)nc2c(Cl)cccc12	-2	2	0	2	-0.1	97	7	.	-1.4	-1
Cc1ccc(N(CC(=O)N2CCOCC2)S(C)(=O)=O)cc1	0	5	1	-7	0.0	103	8	-3	-3.2	-7
COc1ccc(-c2nnc(Sc3nc4ccccc4o3)c3ccccc23)cc1	1	1	21	9	0.8	94	2	-1	-2.9	8
O=C(CCSc1nc(-c2ccccc2)c(-c2ccccc2)o1)N1CCCCC1	-5	-1	4	-10	0.0	98	11	5	-3.8	-2
CCC(C)NC(=O)c1ccccc1C(=O)NC(C)CC (stereo not given)	-1	8	-3	-2	-0.4	108	0	1	-0.2	5
Cc1nc2cc(N3CCCCC3)c(NC(=O)c3cccnc3)cc2c(=O)n1Cc1ccccc1	1	5	7	1	0.6	97	8	-5	-0.7	7
Cc1nnc(SCc2cc(=O)[nH]c(/N=C(\N)Nc3ccccc3)n2)s1	10	5	-6	2	-0.1	92	-13	1	-2.5	7
CCOC(=O)C1=C(C)N(C)C(=O)NC1c1c(C)nn(-c2ccccc2)c1C (stereo not given)	1	1	-5	-2	-0.3	89	4	-2	-0.8	-3
NC(=O)C1CCN(CC(=O)Nc2ccccc2Sc2ccccc2)CC1	-2	-9	8	0	-0.1	91	8	-1	-2.6	-6
Cc1ccc(SCC(=O)N(Cc2nc(-c3ccccc3)no2)C(C)C)cc1	1	-6	-7	-2	0.2	98	7	-3	1.1	-4
Cc1ccc([N+](=O)[O-])cc1NC(=O)c1ccccc1	2	-9	-1	0	0.0	105	19	0	-2.1	-6
CCOC(=O)CNC(=O)c1ccc(SCC)cc1	-1	-4	-7	-4	0.0	95	1	0	1.0	0
O=c1oc(-c2ccccc2)nc2sc3c(c12)CCCC3	-2	-3	5	-3	0.0	100	-4	1	1.0	-15
(cont.)
SMILES	Glyco luc inh	TLR9-MyD88 inh	ABHD5 PLIN5 PPI	Granule exo inh	aDG glyco up	ABCB6 inh MLPCN	MC4R antagonist	Vif imaging	MC4R barr agon	NOD2-RIPK2 inh
Cc1cccc(N/C(N)=N/c2nc(C(F)(F)F)cc(=O)[nH]2)c1C	2	-2	4	2	0.2	96	6	-4	0.2	-1
Cc1cccc(OC(=O)c2cccnc2)c1	1	4	-3	-4	-0.1	101	4	-11	-1.3	5
Cc1ccc(S(=O)(=O)Nc2ccccc2C(=O)N2CCN(C)CC2)cc1	2	-3	-3	-11	-0.1	99	3	31	-1.3	-3
COc1ccccc1/C=C1\SC(=O)N(CCC(=O)N(C)C2CCS(=O)(=O)C2)C1=O (stereo not given)	1	5	4	6	0.5	95	0	4	-1.5	-2
C=CCc1ccccc1OCC(O)CNC (stereo not given)	1	14	7	2	0.0	95	2	21	0.8	3
O=c1[nH]cccc1-c1nc2ccccc2[nH]1	2	-5	-9	-2	-0.1	99	16	-1	0.3	-13
Cc1ccc(NC(=O)CS(=O)CC(=O)NCC2CCCO2)cc1 (stereo not given)	-1	0	-2	2	-0.3	92	3	8	1.8	2
COc1ccc(NS(=O)(=O)c2cccc(C(=O)NCCCN3CCCC3=O)c2)cc1	1	4	-2	1	-0.1	100	4	8	-0.2	-2
COc1ccc(CN(C(=O)CN2C(=O)c3ccccc3S2(=O)=O)C(C(=O)NCC2CCCO2)c2ccco2)cc1 (stereo not given)	2	-7	5	-2	0.0	100	20	-4	0.8	-5
O=C(Cn1nc(Cc2ccncc2)c2ccccc2c1=O)N1CCc2ccccc2C1	-1	-12	0	-2	0.3	103	-4	1	-0.4	1
COc1cc(C(C)=O)ccc1OCC(=O)Nc1ccccc1N1CCCCC1	14	2	-4	5	0.2	99	1	8	-2.0	-1
Cc1ccc(/C=N/NC(=O)CNC(=O)COc2ccccc2)o1	-1	-1	-2	-2	0.0	108	-5	6	-1.4	-15
Cc1nn(C)cc1C(C)NC(=O)c1cc(COc2c(F)cccc2F)on1 (stereo not given)	-1	-1	1	0	0.0	99	21	2	0.3	-14
COc1cccc(C(=O)CN2C(=O)C(C)(C)Oc3ccc(C(=O)N4CCCCCC4)cc32)c1	-2	10	-7	-1	0.2	84	2	8	-0.8	1
CC(C)(C)NC(=O)CN1CCC(O)(c2ccccc2)CC1	0	11	-1	2	-0.1	95	6	.	-1.9	1
Cc1ccc(C(=O)NCCc2ccccc2)cc1S(=O)(=O)N1CCOCC1	-1	-17	3	-3	-0.1	100	9	-3	-0.6	-8
